# Assay outcomes from PubChem BioAssay.
# TNF death inh – inhibitors of TNF-alpha induced necroptosis in Jurkat FADD-/- cells. activation (protection from cell death), % at 10 µM. hit rate 0.068% among 220,000. AID 463075. Jurkat FADD-/- TNF necroptosis rescue, ATP luminescence, 24 h; 0 = TNF only, 100 = no-TNF cells;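 active = activation, meaning protection from cell death, of at least 50% relative to plate controls; inactive = activation below 50%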;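 also: necroptosis triggered by 40 ng/mL TNF-alpha added together with compound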
# FXIIa inh 1536 – inhibitors of human coagulation factor XIIa; P00748; inhibition, % at 5 µM; purified FXIIa, Boc-QGR-AMC fluorogenic substrate, 2 h; hit rate 0.3% among 220,000; in the data active = inhibition above about 40%;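 also: 0% = enzyme with no compound and 100% = blank without enzyme; many of its hits are not listed in these tables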
# zVAD death inh – L929 zVAD cell death inhibition | AID 1377 | hit rate 0.38% among 220,000 | L929 zVAD necroptosis rescue, ATP luminescence, 24 h; with zVAD 60 µM | viability rescue, % at 10 µM;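 active = activation, scaled between plate controls, above about 75%, limit read from the data; inactive = activation under that limit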;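 also: 0% = zVAD with DMSO and 100% = DMSO alone without zVAD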
# Wee1 degr inh – human Wee1 degradation inhibition, primary screen; HeLa Luc-Wee1K328M stability, luciferase luminescence; 100% = proteasome inhibitor MG132 effect; reporter increase, % at 5 µM; hit rate 1.2% among 220,000; AID 1321;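 active = activation above the mean of all tested compounds plus 3 SD, set per screening run, cut at about 8.8% in these data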;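 also: cells exposed to compound for 20 h before luminescence read; 0% = DMSO alone and 100% = MG132 at 30 µM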
# Target sequence (P30291 whole entry K328M): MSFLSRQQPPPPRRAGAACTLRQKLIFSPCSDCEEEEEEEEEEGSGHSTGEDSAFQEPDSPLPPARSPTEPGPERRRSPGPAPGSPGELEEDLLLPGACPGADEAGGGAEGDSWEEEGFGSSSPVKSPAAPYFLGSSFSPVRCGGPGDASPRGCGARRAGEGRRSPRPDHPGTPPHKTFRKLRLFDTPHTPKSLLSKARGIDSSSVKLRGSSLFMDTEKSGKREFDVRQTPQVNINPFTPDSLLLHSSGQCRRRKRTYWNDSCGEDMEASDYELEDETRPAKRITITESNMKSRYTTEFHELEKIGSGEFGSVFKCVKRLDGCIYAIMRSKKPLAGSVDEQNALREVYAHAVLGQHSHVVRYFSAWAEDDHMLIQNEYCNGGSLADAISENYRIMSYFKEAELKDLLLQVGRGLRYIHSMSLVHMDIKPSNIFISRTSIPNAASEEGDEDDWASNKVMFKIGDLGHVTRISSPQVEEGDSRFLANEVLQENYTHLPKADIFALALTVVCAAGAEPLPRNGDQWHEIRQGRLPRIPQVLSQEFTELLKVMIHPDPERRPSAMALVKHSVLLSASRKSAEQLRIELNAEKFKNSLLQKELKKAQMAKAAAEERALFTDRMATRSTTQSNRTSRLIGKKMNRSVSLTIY
# CHOP inhibitor – blocks CHOP induction under ER stress | CHO-K1 CHOP-promoter luciferase, tunicamycin-induced, 15-18 h | inhibition, % at 10 µM | hit rate 3.8% among 220,000;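 active = compounds that reduced the stress-induced luciferase reporter signal by more than about 70% of percent inhibition, limit read from the data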;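 also: 0% = tunicamycin plus vehicle and 100% = wells without tunicamycin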
# PPC-1+TRAIL kill – compounds killing PPC-1 cancer cells with TRAIL present (potentiator screen, no TRAIL-free arm); cell killing (% activity), % at 4 µM; PPC-1 cells + TRAIL, ATPLite viability luminescence; AID 1443; hit rate 0.41% among 220,000;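 active = cell killing above 50% in the first pass at 4 µM, then a duplicate retest at 5 µM averaging 50% or more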;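 also: plate controls were cells with TRAIL plus DMSO for no effect and medium-only wells lacking cells for full effect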
# FXIa inh 1536 – factor XIa (human) inhibition. hit rate 0.14% among 220,000. inhibition, % at 5 µM. purified FXIa, Boc-Glu-Ala-Arg-AMC fluorogenic substrate. P03951;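 active = inhibition of at least 40%; inactive = inhibition below 40%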;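 also: fluorescence of freed AMC excited at 355 nm; 0% = enzyme without compound and 100% = no enzyme blank; many of its hits are not listed in these tables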
# PGE2 EP2 inh – inhibitors of human EP2 prostaglandin E2 receptor. P43116. C6 glioma cells expressing human EP2, cAMP TR-FRET; cells stimulated with saturating PGE2. inhibition, % at 25 µM. hit rate 0.52% among 260,000;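 active = percent inhibition above 40 after rounding to a whole number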;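 also: rat C6 glioma host cells with rolipram phosphodiesterase inhibitor present; the protocol text gives 20 µM as final concentration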
# Target sequence (P43116 whole entry, looked up): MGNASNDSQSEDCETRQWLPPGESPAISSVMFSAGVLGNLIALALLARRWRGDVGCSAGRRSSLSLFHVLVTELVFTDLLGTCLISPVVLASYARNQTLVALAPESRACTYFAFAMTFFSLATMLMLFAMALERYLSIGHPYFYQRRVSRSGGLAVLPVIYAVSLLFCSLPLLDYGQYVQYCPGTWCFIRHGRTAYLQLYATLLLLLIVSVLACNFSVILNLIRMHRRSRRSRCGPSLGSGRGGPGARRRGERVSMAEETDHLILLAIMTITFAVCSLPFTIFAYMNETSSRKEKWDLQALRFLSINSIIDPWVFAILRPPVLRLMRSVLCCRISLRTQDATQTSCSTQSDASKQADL
# TbHK1 inh – blocks Trypanosoma brucei hexokinase 1 activity; AID 1430; inhibition, % at 10 µM; recombinant TbHK1, G6PDH-coupled NADH A340; hit rate 0.11% among 220,000;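 active = inhibition of 50% or more in the single-dose primary screen; inactive = inhibition below 50%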
# * marks the source's active call; other numbers are inactive results; nt = not tested or not shown; & = joins results of further samples.
SMILES,TNF death inh,FXIIa inh 1536,zVAD death inh,Wee1 degr inh,CHOP inhibitor,PPC-1+TRAIL kill,FXIa inh 1536,PGE2 EP2 inh,TbHK1 inh
Cc1cccc(NC(=S)NNC(=O)c2sccc2C)c1,-1.8,-10,-1.4,3,33,-6,-12,12,-12
CCC1Oc2ccc(C)cc2N(CC(=O)NCCCN2CCCCC2CC)C1=O (stereo unspecified),0.4,-14,-0.4,-2,-1,11,-13,7,3
O=C(c1ccncc1)N1CCN(c2ccc(F)cc2)CC1,1.1,8,-0.3,2,-3,-8,-1,7,0
COc1ccc(Nc2nc(N)nc(CSc3nc(C)cc(C)n3)n2)cc1,-0.9,9,0.7,0,-19,5,1,5,7
O=C(CSc1n[nH]c(-c2ccccc2)n1)Nc1ccc(Br)cn1,3.4,14,1.7,-1,30,-1,7,11,3
CC(=O)OC(C(=O)Nc1ccccc1C)C(OC(C)=O)C(OC(C)=O)C(OC(C)=O)C(=O)Nc1ccccc1C (stereo unspecified),0.8,nt,-0.3,4,nt,nt,nt,nt,4
O=C(CSc1nncn1-c1ccccc1)NCc1cccs1,0.8,15,1.1,5,-20,-10,2,15,-2
O=C(Nc1cccc([N+](=O)[O-])c1)Nc1ccc(Cl)cn1,3.1,2,4.5,-3,3,8,-4,7,-2
O=C(COc1ccc(-c2ccccc2)cc1)N1CCN(S(=O)(=O)Cc2ccccc2)CC1,-7.2,10,0.6,0,34,20,1,4,-5
COc1ccc(-c2nnc(SC(C)C(=O)Nc3ccc4c(c3)OCCO4)o2)cc1 (stereo unspecified),-1.8,13,3.2,-1,-15,27,0,6,-8
CC(C)(CNC(=O)COc1ccccc1Cc1ccccc1)N1CCOCC1,-1.1,6,-0.8,-3,4,-33,-1,4,6
O=C(NCc1ccco1)c1ccc2c(c1)C(=O)N(C1CCCCC1)C2=O,1.1,12,1.3,1,2,28,3,5,3
CC1(c2ccccc2)CC(C)(C)N2C(=O)C3(C(C#N)=C(N)Oc4cc(O)ccc43)c3cccc1c32 (stereo unspecified),-1.5,17,2.1,1,106*,20,2,4,-23
CCCCCc1cc(=O)oc2c(C(CCN(CC)CC)c3ccc(N(C)C)cc3)c(OC)cc(OC)c12 (stereo unspecified),-22,9,-0.8,nt,64,8,2,19,8
O=C(Nc1cc([N+](=O)[O-])ccc1F)c1cccs1,3.1,12,1.1,-2,21,19,8,2,32
FC(F)(F)c1cnc(Sc2ncn[nH]2)c(Cl)c1,0.5,8,-0.6,-1,19,3,1,6,0
Nc1c(C(=O)NCc2ccco2)nnn1Cc1ccccc1,5.2,10,0.3,0,-6,18,2,-2,3
CCNC(=O)c1c(NC(=O)c2cc(-c3cc(C)ccc3O)n[nH]2)sc2c1CCCC2,2.3,2,5.8,6,101*,23,7,2,-14
COc1ccccc1NC(=O)Cn1c(CCC(=O)O)ccc1-c1ccc(C)cc1,0.4,5,7.0,-1,-3,-1,-1,9,1
CC1(C)CC(=O)C(C=NCCN2CCNC2=O)=C(O)C1,1.8,13,nt,-3,12,1,7,6,2
O=C(CNS(=O)(=O)c1ccc(Br)s1)NCc1ccc2c(c1)OCO2,2.9,14,0.0,2,22,6,3,4,5
O=C(Nc1ccncc1)C1c2ccccc2Oc2ccccc21,-0.8,6,0.5,4,26,26,0,4,-1
Cc1ccc(C)c(Cn2c(=O)n(CCCC(=O)NCc3ccco3)c(=O)c3ccccc32)c1,-1.1,12,nt,0,43,11,8,7,-6
CCCC(=N)C1=C(O)CC(CC(C)SCC)CC1=O (stereo unspecified),1.0,9,1.4,0,19,-3,1,7,3
O=C(NCCc1csc(-c2ccccc2)n1)c1c(F)cccc1Cl,0.7,11,9.0,-2,20,14,1,2,-4
CCOC(=O)CSc1nc2ccccc2c(=O)n1CCN1CCOCC1,-1.2,8,-0.5,-2,5,30,2,2,-3
OCc1nnn(-c2ccccc2)c1CO,1.4,5,-0.2,-3,12,17,1,12,-6
O=C(CC1C(=O)NCCN1C(=O)Nc1ccccc1)Nc1cccc(C(F)(F)F)c1 (stereo unspecified),2.6,12,0.9,0,25,12,1,4,-3
CCC(NC(=O)/C(=C\c1ccc2c(c1)OCO2)NC(C)=O)C(=O)O (stereo unspecified),0.8,10,1.2,-1,-3,8,-3,13,6
CCN(CC)S(=O)(=O)c1ccc(OC)c(NC(=O)c2cccs2)c1,0.6,5,-0.1,2,-9,nt,-6,6,-1
O=S(=O)(/C(=C/c1ccc(C(F)(F)F)cc1)c1nc2ccccc2[nH]1)c1ccccc1,-24,13,0.1,7,109*,6,11,28,-2
COc1ccc(/C=C2\SC(=S)N(C(Cc3ccccc3)C(=O)O)C2=O)cc1 (stereo unspecified),0.5,0,0.3,-3,12,18,-4,5,-8
CC(=O)Nc1ccc2cc3ccc(NC(C)=O)cc3nc2c1,0.1,-1,2.8,-2,-12,8,-1,13,-14
CCCc1nn(C)c(C(N)=O)c1[N+](=O)[O-],0.4,8,4.6,3,-7,4,-2,6,2
COc1ccc2c(c1OC)C(=O)OC2CC(=O)c1ccc(O)cc1 (stereo unspecified),1.3,8,0.9,-3,16,1,9,nt,-29
Cc1nn(CC(O)COc2ccc3c(c2)CCC3)c(C)c1Br (stereo unspecified),-0.3,6,0.2,2,82*,12,-5,3,-1
O=C(NNC(=O)c1cccs1)c1ccc(Cl)cc1,1.1,8,1.3,-1,-38,23,-1,9&11,31
COC(=O)c1oc2ccccc2c1NC(=O)/C=C/C(=O)O,-0.7,11,-0.2,1,5,18,0,4,-3
CC(C(=O)OCc1nnc(-c2ccccc2)o1)N1C(=O)C2CCCCC2C1=O (stereo unspecified),0.4,17,0.2,-2,0,4,6,5,10
COCCCNC(=S)N1CCN(Cc2ccc3c(c2)OCO3)CC1,0.5,7,11,0,4,29,-4,16,-3

# As entered above:
# In TNF death inh, `CCC1Oc2ccc(C)cc2N(CC(=O)NCCCN2CCCCC2CC)C1=O` (stereo unspecified) shows 0.4
# In TNF death inh, `CC(C(=O)OCc1nnc(-c2ccccc2)o1)N1C(=O)C2CCCCC2C1=O` (stereo unspecified) shows 0.4
# In FXIa inh 1536, `O=C(c1ccncc1)N1CCN(c2ccc(F)cc2)CC1` shows -1

# Carrying on.
SMILES,TNF death inh,FXIIa inh 1536,zVAD death inh,Wee1 degr inh,CHOP inhibitor,PPC-1+TRAIL kill,FXIa inh 1536,PGE2 EP2 inh,TbHK1 inh
CCCCN(CCCC)S(=O)(=O)c1ccc(NS(=O)(=O)c2ccc(NC(C)=O)cc2)cc1,0.3,18,0.3,-3,93*,8,7,11,-12
CCOC(=O)N/N=C/c1c(F)c(F)c(F)c(F)c1F,1.5,3,0.5,4,-5,22,1,10,34
Cc1noc(C(=O)NCc2ccc(F)cc2)c1Cl,7.3,5,0.4,1,8,9,-3,10,-3
C=C1CCN(C(C)C(=O)OC)S(=O)(=O)c2ccccc21 (stereo unspecified),2.0,3,-0.8,nt,-15,11,-4,7,-2
CCn1nc(C(=O)OCC(=O)c2ccc3c(c2)OCCO3)c2ccccc2c1=O,0.0,17,3.4,-2,-12,7,3,14,-2
NC(=S)Nc1cccc(Cl)c1,0.4,15,-1.1,-1,16,6,1,6,-10
CC(C)C(NC=C1C(=O)OC(C)(C)OC1=O)C(=O)O (stereo unspecified),1.3,11,1.0,-1,20,8,3,6,-13
Cc1cc(C)c(N(C(=O)c2csnn2)C(C(=O)NC(C)(C)C)c2ccncc2)c(C)c1 (stereo unspecified),-0.3,12,0.5,3,-9,14,2,12,7
O=C(Nn1c(Cc2cccs2)nc2ccccc2c1=O)c1cccs1,2.7,18,1.4,-1,17,-12,8,0,0
C=CCn1c(CSc2nc3ccccc3s2)nnc1SCC(=O)NCCN1CCOCC1,-1.3,18,0.4,0,-3,-4,8,2,24
O=S(=O)(Nc1ccc2c3c(cccc13)CC2)c1ccc(F)cc1,-2.6,20,0.8,-1,12,9,23,8,-8
O=C(Cn1ncc2c(=O)oc3ccccc3c21)N1CCc2ccccc2C1,0.8,11,0.4,-3,0,-8,4,10,4
CCOc1ccccc1N1CCN(Cc2cnc(-c3ccccc3)[nH]2)CC1,1.1,9,-0.1,-3,17,4,-2,11,-3
Clc1cc(Cl)c2nc(N3CCCCC3)sc2c1,-0.2,7,0.5,2,-9,35,-6,10,2
COc1ccc(/C=C/CN2CCN(Cc3cccc(OC)c3)C(CCO)C2)cc1 (stereo unspecified),1.8,5,0.2,1,19,7,2,-1,-1
COc1ccc(C(=O)NCC(=O)OCC(=O)N2CCC(C)CC2)cc1OC,-0.1,3,1.2,0,11,6,-4,-1,-2
CC(C)(C)c1ccc(C(=O)Nc2ccc(NC(=O)c3ccco3)cc2)cc1,-0.5,11,14,0,73*,6,11,16,-11
Cc1ccc(C(C(=O)NC2CCCCC2)N(C(=O)CCCC(=O)Nc2ccccn2)c2ccc3c(c2)OCCO3)cc1 (stereo unspecified),2.6,1,0.6,2,6,1,-3,11,33
CC(C)c1ccc2c(c1)[C@H]1OCC[C@H]1[C@@H](c1cccs1)N2,-5.7,17,0.7,1,53,44,6,2,1
Cc1cc(C)cc(NC(=O)c2oc3ccccc3c2COc2ccccc2)c1,0.6,10,1.0,2,13,15,7,8,20
COc1ccc(S(=O)(=O)N2CCC(C(=O)NCC3CCCO3)CC2)cc1 (stereo unspecified),1.6,7,-1.1,2,16,21,1,7,-9
CCOc1ccc(N(C(=O)CNC(=O)c2cccs2)C(C(=O)NCC2CCCO2)c2ccc(OC)c(OC)c2)cc1 (stereo unspecified),0.7,6,-1.4,4,4,7,-2,3,-11
CC(C)CC(/C(O)=C(\C#N)c1nc2ccccc2[nH]1)N1C(=O)c2ccccc2C1=O (stereo unspecified),-0.6,8,0.8,-3,45,0,2,20,0
O=C(NCc1ccncc1)C(=O)N/N=C/c1ccccn1,0.2,7,14,-4,-15,17,-5,4,-1
O=S1(=O)N=C(N2CCCc3ccccc32)c2ccccc21,-1.4,17,0.5,0,21,26,5,13,-16
O=C(Nc1ccccn1)N1CCOCC1,-5.1,21,-0.2,-1,-12,7,8,8,-7
O=C(O)c1cn(Cc2ccccn2)c(=O)c2ccccc12,-1.0,7,0.1,-3,-2,0,1,5,-9
O=C(NCc1ccccn1)c1ccc(Cn2c(=S)[nH]c3ccccc3c2=O)cc1,0.1,6,3.3,7,22,29,-3,9,-2
COCCSc1nnc(NC(=O)Cc2ccc(OC)cc2)s1,-0.1,5,1.1,-3,-2,15,-4,8,4
O=C(NCCc1ccccc1)C1CCN(S(=O)(=O)c2ccc(-n3cnnn3)cc2)CC1,-0.5,8,-0.4,2,-3,1,2,5,5
Cc1nn(C)c(C)c1/C=C/C(=O)c1ccc(Cl)cc1Cl,-5.0,8,-0.8,2,43,4,1,5,-30
Cc1cccc(OCc2nnc(N)s2)c1C,-2.1,14,0.1,0,-9,0,0,12,2
COc1cccc(C(=O)Nc2c(F)c(F)c(F)c(F)c2F)c1,-3.1,12,0.2,4,-10,-8,-8,3,3
O=C(CSc1ccccc1C(=O)O)NCC1CCCCC1,-0.3,10,2.2,-3,-1,11,8,3,-5
Cc1ccc(N2C(=O)N(CC(=O)NC(c3ccccc3)c3ccccc3)C(=O)C2C)cc1 (stereo unspecified),-0.7,7,0.1,-1,38,0,10,7,5

# An excerpt, so the mix of outcomes need not match the whole.
